From PubChem
core dimer inh – blocks dimerization of HCV core protein; TR-FRET GST/Flag-core106 dimerization, 1536-well; inhibition, % at 5 µM; hit rate 0.33% among 300,000;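 active = inhibition above the mean of all tested compounds plus 3 SD, set per screening campaign, cut at about 45% in these data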
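Material: Tagged HCV core106 pair (GST and Flag) | Amount: GST-core106 13.5 nM, Flag-core106 17 nM | Medium: KF-containing HEPES buffer, pH 7.45, DTT, CHAPS, BSA | Reagent: Eu donor and XL665 acceptor anti-tag antibodies | Schedule: 4 h at 22.5 °C | Technique: Time-resolved FRET, ex 340 nm, em 617 and 671 nm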
CTSL1 counter – blocks F. hepatica cathepsin L1 in PFM18AAP counter-screen; recombinant F. hepatica cathepsin L1, Z-Leu-Arg-MCA fluorescence; inhibition, % at 5.96 µM; hit rate 0.49% among 300,000; AID 1906;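 active = inhibition above the mean of all tested compounds plus 3 SD, set per screening campaign, cut at about 17% in these data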;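 also: 0% = plate median of test compound wells and 100% = 1 µM Z-Phe-Ala-diazomethylketone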
PP5 inh – inhibitors of human protein phosphatase 5 (PP5); P53041; purified PP5c, OMFP substrate fluorescence; inhibition, % at 6.7 µM; hit rate 0.18% among 320,000; AID 1987;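 active = inhibition above the campaign's mean inhibition across all tested compounds plus 3 SD, cut at about 9.5% in these data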;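 also: 0% = DMSO only and 100% = 100 µM cantharidin control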
Target sequence (P53041 whole entry, looked up): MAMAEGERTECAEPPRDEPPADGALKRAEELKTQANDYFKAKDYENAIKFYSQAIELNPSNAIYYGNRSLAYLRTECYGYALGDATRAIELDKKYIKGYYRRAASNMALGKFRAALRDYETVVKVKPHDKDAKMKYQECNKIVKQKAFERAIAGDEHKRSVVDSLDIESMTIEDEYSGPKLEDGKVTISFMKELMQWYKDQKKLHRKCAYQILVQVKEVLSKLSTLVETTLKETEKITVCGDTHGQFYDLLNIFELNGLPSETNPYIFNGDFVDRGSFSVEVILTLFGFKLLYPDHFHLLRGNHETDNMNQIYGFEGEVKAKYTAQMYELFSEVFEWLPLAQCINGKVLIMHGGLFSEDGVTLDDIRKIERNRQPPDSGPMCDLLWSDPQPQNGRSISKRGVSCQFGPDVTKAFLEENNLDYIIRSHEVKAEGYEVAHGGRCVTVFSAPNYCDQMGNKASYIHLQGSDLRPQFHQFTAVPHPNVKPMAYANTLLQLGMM
PP1 counter – counter-screen for PP5 inhibitors: inhibitors of human PP1-alpha. P62136. purified PP1alpha, OMFP fluorescence. inhibition, % at 6.7 µM. hit rate 0.9% among 320,000;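 active = inhibition above the mean inhibition of all tested compounds plus 3 SD, computed separately for each screening campaign, cut at about 15% in these data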
procasp7 counter – counter-screen for procaspase-3 activators: activators of human procaspase-7; P55210; recombinant procaspase-7, Ac-DEVD-pNA absorbance 405 nm; D23A/D198A/D206A triple mutant, cannot self-cleave; scale: DMSO 0, 5 µM enzyme 100; activation, % at 8.5 µM; hit rate 0.093% among 330,000; AID 463210;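 active = percent activation above the screen-wide mean plus 3 SD, cut at about 25% in these data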
Target sequence (P55210 whole entry D23A/D198A/D206A): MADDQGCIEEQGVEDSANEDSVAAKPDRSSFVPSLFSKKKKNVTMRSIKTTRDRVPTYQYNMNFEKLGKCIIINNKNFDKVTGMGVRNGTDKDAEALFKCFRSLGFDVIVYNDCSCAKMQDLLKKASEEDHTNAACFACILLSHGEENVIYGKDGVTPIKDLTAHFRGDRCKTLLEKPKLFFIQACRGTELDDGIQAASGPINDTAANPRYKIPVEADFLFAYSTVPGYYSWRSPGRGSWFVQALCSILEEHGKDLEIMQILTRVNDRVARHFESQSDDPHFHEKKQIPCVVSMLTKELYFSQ
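Assay system: Uncleavable procaspase-7 mutant enzyme | Input: 2 µM procaspase-7 mutant as dispensed | Timing: 1 h compound preincubation, 2 h substrate cleavage, 25 °C | Repeats: One well per compound | Control set: DMSO wells as 0%, DMSO with 5 µM added PC-7 as 100% | Technique: Epi-absorbance of released pNA at 405 nm, two timepoints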
AHR act – activates the human aryl hydrocarbon receptor; activation, % at 5 µM; P35869; AHR-responsive luciferase reporter cells, luminescence; hit rate 2.5% among 320,000; in the data active = activation above about 47%;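 also: 0% = vehicle wells and 100% = reference agonist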
proCasp3 act – activates human procaspase-3; P42574; recombinant procaspase-3 D3A, Ac-DEVD-pNA absorbance 405 nm; activation, % at 8.5 µM; hit rate 0.11% among 330,000;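 active = activation above the mean of all tested compounds plus 3 SD, cut at about 21% in these data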;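 also: 0% = DMSO alone and 100% = DMSO wells spiked with extra 5 µM PC-3 D3A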
Target sequence (P42574 whole entry D9A/D28A/D175A): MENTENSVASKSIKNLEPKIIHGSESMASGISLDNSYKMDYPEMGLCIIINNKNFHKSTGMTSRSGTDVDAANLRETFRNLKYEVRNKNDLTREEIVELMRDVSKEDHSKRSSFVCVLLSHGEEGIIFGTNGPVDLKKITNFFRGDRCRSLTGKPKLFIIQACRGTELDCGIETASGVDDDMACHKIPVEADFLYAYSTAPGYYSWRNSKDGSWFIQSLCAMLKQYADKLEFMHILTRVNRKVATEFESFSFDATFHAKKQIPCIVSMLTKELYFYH
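assay system = Procaspase-3 D3A mutant | signal = absorbance at 405 nm, 0 and 120 min | times = 1 h preincubation plus 2 h reaction at 25 °C | repeats = single replicate | read-out = % activation between DMSO and enzyme-spiked controls | medium = Zinc-free HEPES saline buffer with Triton X-100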
PAFAH2 FP inh – inhibitors of human PAFAH2. hit rate 0.99% among 340,000. recombinant PAFAH2, FP-rhodamine activity probe, fluorescence polarization. inhibition, % at 3.39 µM. Q99487;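 active = inhibition above the mean over all tested compounds plus 3 SD, cut at about 30% in these data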;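 also: inhibitors block probe labeling of enzyme so polarization drops; 0% = enzyme with DMSO and 100% = wells lacking PAFAH2 protein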
TPT1 inhibitor – blocks Candida albicans tRNA 2'-phosphotransferase. recombinant caTPT1, FP RNA substrate dephosphorylation. inhibition, % at 5 µM. hit rate 0.81% among 300,000;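 active = inhibition above the mean of all tested compounds plus 3 SD, set per screening campaign, cut at about 24% in these data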;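 also: plate controls were DMSO alone for no effect and ferristatin control at 100 nM for full effect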
Numbers without * were called inactive. Rows are unselected; 5.6% or so of the library scored in one or more.

Start of the data: the first two compounds, ahead of the listing:
Results for O=C(Nc1ccccn1)NC12CC3CC(CC(C3)C1)C2 ?
core dimer inh: 4.2; CTSL1 counter: -1.1; PP5 inh: 1.6; PP1 counter: 6.0; procasp7 counter: 4.0; AHR act: 5.9; proCasp3 act: 7.7; PAFAH2 FP inh: 20.0; TPT1 inhibitor: -2.9

What do the screens show for `Cc1ccc(-c2nnc(Sc3nc4ccccc4o3)c3ccccc23)cc1`?
core dimer inh: 4.0; CTSL1 counter: 0.7; PP5 inh: -0.7; PP1 counter: -2.1; procasp7 counter: 0.9; AHR act: -2.1; proCasp3 act: 3.2; PAFAH2 FP inh: 6.4; TPT1 inhibitor: 0.1

All compounds of this part (from the top)
Results for O=C(Nc1ccccn1)NC12CC3CC(CC(C3)C1)C2 ?
core dimer inh: 4.2; CTSL1 counter: -1.1; PP5 inh: 1.6; PP1 counter: 6.0; procasp7 counter: 4.0; AHR act: 5.9; proCasp3 act: 7.7; PAFAH2 FP inh: 20.0; TPT1 inhibitor: -2.9

What do the screens show for `Cc1ccc(-c2nnc(Sc3nc4ccccc4o3)c3ccccc23)cc1`?
core dimer inh: 4.0; CTSL1 counter: 0.7; PP5 inh: -0.7; PP1 counter: -2.1; procasp7 counter: 0.9; AHR act: -2.1; proCasp3 act: 3.2; PAFAH2 FP inh: 6.4; TPT1 inhibitor: 0.1

How did Cc1ccc(S(=O)(=O)N2CCC(C(=O)N3CCC[C@H]3C(=O)NC3CCS(=O)(=O)C3)CC2)cc1 (some centres not stated) do in these assays?
core dimer inh: -1.4; CTSL1 counter: -5.8; PP5 inh: 1.0; PP1 counter: 0.0; procasp7 counter: 12.8; AHR act: 0.4; proCasp3 act: -2.3; PAFAH2 FP inh: -2.8; TPT1 inhibitor: 4.2

How did O=C(COC(=O)Cn1nnc2ccccc21)Nc1ccccc1Br do in these assays?
core dimer inh: -3.1; CTSL1 counter: -2.0; PP5 inh: 1.5; PP1 counter: -0.9; procasp7 counter: -2.0; AHR act: -0.1; proCasp3 act: -0.8; PAFAH2 FP inh: -3.0; TPT1 inhibitor: 2.1

What do the screens show for `COc1ccc(NC(=S)NCCN2CCC(C)CC2)cc1`?
core dimer inh: -2.7; CTSL1 counter: -2.2; PP5 inh: 0.8; PP1 counter: -1.4; procasp7 counter: 0.5; AHR act: -0.4; proCasp3 act: -5.2; PAFAH2 FP inh: -0.8; TPT1 inhibitor: -1.5

Results for C/C(Cl)=C\CSc1nnc2n(N)c(=O)c3ccccc3n12 ?
core dimer inh: 5.4; CTSL1 counter: 2.3; PP5 inh: 0.2; PP1 counter: 0.2; procasp7 counter: 0.1; AHR act: 9.9; proCasp3 act: -2.5; PAFAH2 FP inh: -9.3; TPT1 inhibitor: -0.6

What do the screens show for `Brc1ccc2c(c1)C(c1cccnc1)=NNC(c1cccs1)=N2`?
core dimer inh: -13.3; CTSL1 counter: 2.7; PP5 inh: 2.3; PP1 counter: 4.4; procasp7 counter: 6.7; AHR act: 13.3; proCasp3 act: 4.9; PAFAH2 FP inh: -2.6; TPT1 inhibitor: 1.1

How did COCCN(CCOc1cc(C)cc(C)c1)Cc1ccc(Cl)cc1 do in these assays?
core dimer inh: -13.4; CTSL1 counter: 3.3; PP5 inh: 1.6; PP1 counter: 1.5; procasp7 counter: 9.4; AHR act: 6.6; proCasp3 act: -4.1; PAFAH2 FP inh: 1.8; TPT1 inhibitor: -1.4

Results for CCN(CC)C(=O)c1sc2[nH]c(=S)n(-c3ccccc3)c(=O)c2c1C ?
core dimer inh: -2.5; CTSL1 counter: 3.5; PP5 inh: 1.2; PP1 counter: 2.9; procasp7 counter: -4.6; AHR act: 1.1; proCasp3 act: -3.7; PAFAH2 FP inh: 3.1; TPT1 inhibitor: 11.6

Results for Cc1cc2c(c(C)c1CCO)C(=O)[C@H](C)C2 ?
procasp7 counter: -4.2; AHR act: 2.3; proCasp3 act: 4.4; PAFAH2 FP inh: 1.5

What do the screens show for `CC1=CC(C)(C)N(C(=O)CN2C(=O)c3ccccc3C2=O)c2ccccc21`?
core dimer inh: 0.5; CTSL1 counter: -3.4; PP5 inh: 1.2; PP1 counter: -3.4; procasp7 counter: 10.8; AHR act: 0.4; proCasp3 act: -1.6; PAFAH2 FP inh: 0.7; TPT1 inhibitor: -3.5

How did S=C(NCc1ccc(Cl)cc1)NC1CCCCC1 do in these assays?
core dimer inh: 6.4; CTSL1 counter: -1.4; PP5 inh: -0.4; PP1 counter: -0.6; procasp7 counter: 1.1; AHR act: 1.6; proCasp3 act: -3.0; PAFAH2 FP inh: 5.4; TPT1 inhibitor: 3.4

Results for CCOC(=O)CNCCC(=O)c1ccc(Br)cc1 ?
core dimer inh: -5.7; CTSL1 counter: 4.6; PP5 inh: 0.4; PP1 counter: 0.3; procasp7 counter: -1.8; AHR act: 0.4; proCasp3 act: -7.8; PAFAH2 FP inh: -11.1; TPT1 inhibitor: 0.5

What do the screens show for `c1ccc(C2c3c(ccc4ccccc34)Oc3ncn4nc(-c5ccco5)nc4c32)cc1` (configuration not stated)?
core dimer inh: 12.4; CTSL1 counter: -2.1; PP5 inh: -0.2; PP1 counter: -3.9; procasp7 counter: -3.3; AHR act: 0.5; proCasp3 act: 2.5; PAFAH2 FP inh: -6.9; TPT1 inhibitor: 0.2

Results for COc1cc(O)c(C(CCN2CCCC(C)C2)c2ccc(N(C)C)cc2)c(OC)c1 (configuration not stated) ?
core dimer inh: 1.2; CTSL1 counter: 0.9; PP5 inh: -0.7; PP1 counter: -2.2; procasp7 counter: -1.0; AHR act: 2.1; proCasp3 act: 3.0; PAFAH2 FP inh: -2.6; TPT1 inhibitor: -1.2

How did CC(C)c1nc(SCC(=O)c2c[nH]c3ccccc23)n[nH]1 do in these assays?
core dimer inh: 3.5; CTSL1 counter: -1.3; PP5 inh: 1.0; PP1 counter: 1.8; procasp7 counter: -4.8; AHR act: 12.6; proCasp3 act: 2.7; PAFAH2 FP inh: -3.7; TPT1 inhibitor: 2.6

What do the screens show for `Cc1ccccc1N1CCN(C2CCCN(C(=O)c3snnc3C)C2)CC1` (configuration not stated)?
core dimer inh: 2.4; CTSL1 counter: 0.0; PP5 inh: 2.3; PP1 counter: -4.7; procasp7 counter: 4.0; AHR act: -1.2; proCasp3 act: 3.0; PAFAH2 FP inh: 1.1; TPT1 inhibitor: -1.9

What do the screens show for `Cc1ccccc1OCC(=O)N1CCC2(CC1)CC(=O)c1ccccc1O2`?
core dimer inh: 2.4; CTSL1 counter: 3.8; PP5 inh: -0.3; PP1 counter: -0.8; procasp7 counter: 14.3; AHR act: -1.1; proCasp3 act: 1.9; PAFAH2 FP inh: 0.7; TPT1 inhibitor: -0.2

Results for COc1ccc(NS(=O)(=O)c2ccc(NC(=S)NC(=O)/C=C/c3ccc(C)cc3)cc2)nn1 ?
core dimer inh: 27.6; CTSL1 counter: -4.9; PP5 inh: 2.5; PP1 counter: 8.8; procasp7 counter: 0.4; AHR act: -1.0; proCasp3 act: -4.7; PAFAH2 FP inh: -10.3; TPT1 inhibitor: -0.3

What do the screens show for `Cc1ccnc(Nc2nc(-c3ccc(Cl)cc3)cs2)c1`?
core dimer inh: -8.8; CTSL1 counter: -1.7; PP5 inh: -2.5; PP1 counter: 5.8; procasp7 counter: -2.3; AHR act: 136.7*; proCasp3 act: -6.5; PAFAH2 FP inh: -7.9; TPT1 inhibitor: -20.6

Results for Cc1ccc(NC(=O)CSc2nnc(-c3ccncc3)n2C)cc1S(=O)(=O)N1CCOCC1 ?
core dimer inh: -2.6; CTSL1 counter: -2.0; PP5 inh: 2.0; PP1 counter: -2.8; procasp7 counter: 7.6; AHR act: -0.3; proCasp3 act: 9.7; PAFAH2 FP inh: 1.0; TPT1 inhibitor: -4.9

What do the screens show for `CCOC(=O)c1cnn(-c2ccccc2)c1-c1ccncc1`?
core dimer inh: -4.6; CTSL1 counter: 1.4; PP5 inh: 0.2; PP1 counter: -1.0; procasp7 counter: -1.1; AHR act: 0.6; proCasp3 act: 5.0; PAFAH2 FP inh: 3.0; TPT1 inhibitor: 1.5

Results for COc1c(C)cc(NC(=O)c2ccc3c(c2)NC(=O)CO3)cc1C ?
core dimer inh: 3.0; CTSL1 counter: -2.3; PP5 inh: 1.0; PP1 counter: -1.3; procasp7 counter: 6.8; AHR act: -5.8; proCasp3 act: 3.6; PAFAH2 FP inh: -2.8; TPT1 inhibitor: 1.0

How did CC[C@@]1(C(=O)OC)N[C@H](CN(C)C(=O)Nc2ccccc2)[C@@H]2C(=O)N(C)C(=O)[C@@H]21 do in these assays?
procasp7 counter: -5.8; AHR act: -0.3; proCasp3 act: -1.1; PAFAH2 FP inh: -2.5

How did CC(C)CC(NC(=O)C1CCC(C)CC1)C(=O)NCCN1CCOCC1 (configuration not stated) do in these assays?
core dimer inh: -3.4; CTSL1 counter: 59.7*; PP5 inh: 1.1; PP1 counter: 0.0; procasp7 counter: 18.2; AHR act: 0.9; proCasp3 act: 12.3; PAFAH2 FP inh: -6.6; TPT1 inhibitor: -4.0

Results for O=C(CNc1cccc2ccccc12)N/N=C/C=C/c1ccco1 ?
core dimer inh: -5.3; CTSL1 counter: 1.3; PP5 inh: 2.6; PP1 counter: 14.8; procasp7 counter: -1.2; AHR act: 3.4; proCasp3 act: 1.4; PAFAH2 FP inh: 5.8; TPT1 inhibitor: -3.1

Results for Nc1nc2nn(-c3ccccc3)nc2c(=O)[nH]1 ?
core dimer inh: 12.9; CTSL1 counter: -0.2; PP5 inh: 0.3; PP1 counter: -5.4; procasp7 counter: 5.5; AHR act: 3.5; proCasp3 act: 2.8; PAFAH2 FP inh: -2.0; TPT1 inhibitor: -1.9

How did O=C(Nc1ccc(CN2CCCCC2)cc1)c1ccc(Br)o1 do in these assays?
core dimer inh: -5.4; CTSL1 counter: -0.7; PP5 inh: 0.9; PP1 counter: -1.7; procasp7 counter: 0.8; AHR act: 7.7; proCasp3 act: 10.2; PAFAH2 FP inh: 8.1; TPT1 inhibitor: -3.4

What do the screens show for `CCCc1cc(=O)[nH]c(SCC(=O)N2CCN(S(=O)(=O)c3ccccc3)CC2)n1`?
core dimer inh: -2.1; CTSL1 counter: 0.2; PP5 inh: 2.6; PP1 counter: 0.7; procasp7 counter: 0.2; AHR act: -4.4; proCasp3 act: 8.3; PAFAH2 FP inh: 0.7; TPT1 inhibitor: 2.0

Results for Cc1nn(-c2cccc([N+](=O)[O-])c2)c(N)c1-c1ccccc1 ?
core dimer inh: -0.3; CTSL1 counter: -1.7; PP5 inh: 0.6; PP1 counter: -1.8; procasp7 counter: 7.9; AHR act: -3.6; proCasp3 act: -0.5; PAFAH2 FP inh: 0.0; TPT1 inhibitor: -2.8

Results for CCOc1ccc(S(=O)(=O)N2CCC(C(=O)NCc3ccncc3)CC2)cc1C ?
core dimer inh: -8.1; CTSL1 counter: 4.8; PP5 inh: 1.9; PP1 counter: -2.4; procasp7 counter: -9.6; AHR act: -0.8; proCasp3 act: -0.4; PAFAH2 FP inh: 4.1; TPT1 inhibitor: 2.1
